Screens as filed in PubChem.
ZTA counter: counter-screen for EBNA-1 inhibitors: inhibitors of Epstein-Barr virus ZTA | ZTA-DNA binding, fluorescence polarization | inhibition, % at 11 µM | 320,000 compounds, 0.15% hits; in the data active means inhibition above about 33%
TPT1 inh: Candida albicans TPT1 enzyme inhibitors, primary screen, biochemical, fluorescence polarization. tRNA 2'-phosphotransferase TPT1 (Candida albicans SC5314). recombinant caTPT1, FP RNA substrate dephosphorylation. inhibition, % at 5 µM. 300,000 compounds, 0.81% hits;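 active means inhibition above the mean of all tested compounds plus 3 SD, set per screening campaign, cut at about 24% in these data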;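 further: plate controls were DMSO alone for no effect and ferristatin control at 100 nM for full effect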
EBNA-1 inhibitor: EBNA-1 DNA-binding inhibitors, primary screen, biochemical, fluorescence polarization; AID 1950, 2009; inhibition, % at 14.8 µM; 300,000 compounds, 0.34% hits; in the data active means inhibition above about 28%
Yeast superoxide: reduction of superoxide in aged yeast, primary screen, HTS; S. cerevisiae aged cells, superoxide DHE fluorescence; stronger effect = lower value; superoxide response (% of plate mean), % at 10 µM; 330,000 compounds, 0.18% hits; AID 2690, 2010;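 active means superoxide response under a set limit, about three screen SD below normal, cut at about 65% in these data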;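 further: yeast aged for seven days with compound at 30 °C before DHE staining; 100% = average MFI of all compound-treated wells on the plate with controls excluded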
HCV core dimer: inhibitors of HCV core protein dimerization, primary screen, biochemical, TR-FRET, high-throughput; TR-FRET GST/Flag-core106 dimerization, 1536-well; inhibition, % at 5 µM; 300,000 compounds, 0.33% hits; AID 1899, 2009;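 active means inhibition above the mean of all tested compounds plus 3 SD, set per screening campaign, cut at about 45% in these data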
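Assay system: Tagged HCV core106 pair (GST and Flag) | Buffer or medium: KF-containing HEPES buffer, pH 7.45, DTT, CHAPS, BSA | Also added: Eu donor and XL665 acceptor anti-tag antibodies | Dosing: One concentration, 5 µM, in 0.5% DMSO | Timing: 4 h at 22.5 °C | Technique: TR-FRET 671 and 617 nm emission | Repeats: Singlicate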
GASC-1 inh: inhibitors of GASC-1 histone demethylase, primary screen, biochemical, fluorescence, DELFIA europium; 330,000 compounds, 0.069% hits; inhibition, % at 2.35 µM; Lysine-specific demethylase 4C (Homo sapiens), Q9H3R0; GST-JMJD2C(1-420) H3K9me3 demethylation;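 active means more than half of a compound's replicate wells show inhibition beyond 50%, single wells judged on their own value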;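 further: signal counts dimethyl H3K9 product captured on neutravidin plate; 0% = median of DMSO wells and 100% = 0.3 times that DMSO median; strong numbers were not always called active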
Target sequence (Q9H3R0 1-420 limits assumed): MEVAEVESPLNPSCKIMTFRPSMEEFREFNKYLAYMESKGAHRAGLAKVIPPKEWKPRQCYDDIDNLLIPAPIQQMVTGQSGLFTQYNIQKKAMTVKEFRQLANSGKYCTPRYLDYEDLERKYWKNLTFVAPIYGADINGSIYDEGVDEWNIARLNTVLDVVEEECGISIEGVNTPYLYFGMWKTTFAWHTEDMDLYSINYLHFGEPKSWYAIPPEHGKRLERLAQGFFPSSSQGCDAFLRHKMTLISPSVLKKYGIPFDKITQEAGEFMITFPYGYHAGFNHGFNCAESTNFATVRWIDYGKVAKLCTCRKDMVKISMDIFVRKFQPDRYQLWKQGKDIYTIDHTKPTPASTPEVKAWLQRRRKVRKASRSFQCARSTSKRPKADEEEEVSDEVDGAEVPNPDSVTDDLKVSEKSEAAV
PP5 primary: PP5 phosphatase inhibitors, primary screen, biochemical, fluorescence. Serine/threonine-protein phosphatase 5 (Homo sapiens), P53041. purified PP5c, OMFP substrate fluorescence. inhibition, % at 6.7 µM. 320,000 compounds, 0.18% hits;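 active means inhibition above the campaign's mean inhibition across all tested compounds plus 3 SD, cut at about 9.5% in these data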;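 further: 0% = DMSO only and 100% = 100 µM cantharidin control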
Target sequence (P53041 whole entry, looked up): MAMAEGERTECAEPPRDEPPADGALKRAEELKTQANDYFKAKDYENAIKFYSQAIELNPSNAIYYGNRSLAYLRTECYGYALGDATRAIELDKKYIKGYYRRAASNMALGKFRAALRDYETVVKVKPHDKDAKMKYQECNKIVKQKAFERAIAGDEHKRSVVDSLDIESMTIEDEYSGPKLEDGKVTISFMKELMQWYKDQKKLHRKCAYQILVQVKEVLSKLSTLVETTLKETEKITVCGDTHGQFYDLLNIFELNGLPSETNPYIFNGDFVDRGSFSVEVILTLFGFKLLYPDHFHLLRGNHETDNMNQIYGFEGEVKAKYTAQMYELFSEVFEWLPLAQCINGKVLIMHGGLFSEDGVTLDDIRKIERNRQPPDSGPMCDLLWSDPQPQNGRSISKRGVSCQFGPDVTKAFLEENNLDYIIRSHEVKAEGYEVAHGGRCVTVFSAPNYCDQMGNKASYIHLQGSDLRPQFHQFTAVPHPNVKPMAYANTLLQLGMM
Fh CTSL1 inh: Fasciola hepatica cathepsin L1 inhibitors, primary screen, counter-screen for PFM18AAP inhibitor project, biochemical, QFRET, fluorogenic peptide substrate; recombinant F. hepatica cathepsin L1, Z-Leu-Arg-MCA fluorescence; inhibition, % at 5.96 µM; 300,000 compounds, 0.49% hits;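 active means inhibition above the mean of all tested compounds plus 3 SD, set per screening campaign, cut at about 17% in these data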;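 further: 0% = plate median of test compound wells and 100% = 1 µM Z-Phe-Ala-diazomethylketone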
PP1 counter: PP1-alpha phosphatase inhibitors, primary screen, counter-screen for PP5 inhibitor project, biochemical, fluorescence, OMFP substrate, single point | Serine/threonine-protein phosphatase PP1-alpha catalytic subunit (Homo sapiens), P62136 | 320,000 compounds, 0.9% hits | inhibition, % at 6.7 µM | purified PP1alpha;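 active means inhibition above the mean inhibition of all tested compounds plus 3 SD, computed separately for each screening campaign, cut at about 15% in these data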
* hit, by the source's call; nt = no result given; & = joins results of further samples. An unsorted share of the library; about 3.1% have a hit in one of these screens.

SMILES	ZTA counter	TPT1 inh	EBNA-1 inhibitor	Yeast superoxide	HCV core dimer	GASC-1 inh	PP5 primary	Fh CTSL1 inh	PP1 counter
Cn1c(C(=O)O)c(CC(=O)Nc2ccc(F)cc2F)c2ccccc21	4	-4	4	93	0	9	-0.9	-3	-1
FC(c1nc2ccccc2[nH]1)C(F)(F)F (configuration not stated)	-4	4	-2	89	0	-16	-1.3	-7	0
CCCCCOC(=O)c1ccc(N2C(=O)C3C4C=CC(C4)C3C2=O)cc1 (configuration not stated)	-6	-3	9	96	0	3	2.5	3	0
COc1ccc(CN=Cc2c(O)[nH]c3ccccc23)cc1	-7	1	-3	110	-8	8	-4.2	21*	-8
CC1(c2nnc(-c3ccccc3)o2)CC(c2ccc(F)cc2)=NO1 (configuration not stated)	10	-1	-3	90	-1	1	0.7	1	-1
O=[N+]([O-])c1ccc(OCC2CC(c3ccccc3)=NO2)cc1 (configuration not stated)	-14	2	0	98	6	2	0.0	-5	-1
CCN1CC(CN(C)Cc2nc(-c3cccs3)no2)CC1=O (configuration not stated)	-12	-3	-10	106	0	17	-0.7	3	-2
CCCOc1ccc(CCc2n[nH]c(=S)n2-c2ccccc2)cc1	16	-5	-4	95	5	-17	2.6	3	-3
COc1cccc(NC(=O)N2C3CCCC2CC(NC(=O)C2CC2)C3)c1 (configuration not stated)	-9	-3	-12	87	-16	5	1.4	1	-3
NS(=O)(=O)c1ccc(CCNC(=O)C2CCN(c3ncnc4c3nc3n4CCCCC3)CC2)cc1	-13	0	-5	106	-2	-36	1.7	-2	4
O=C1CSC(c2cccc(Cl)c2Cl)N1c1ccccn1 (configuration not stated)	1	1	7	96	7	2	0.2	2	-1
Cc1ccc(N=C2SCCCN2C(=O)C2=COCCO2)cc1Cl	2	-1	-4	100	-2	-2	-0.6	0	-2
CN1/C(=C\C(=S)NC(=O)c2ccc([N+](=O)[O-])cc2)C(C)(C)c2ccccc21	5	0	-7	87	-8	5	3.4	4	-3
COc1ccc(-c2cnn(C3CCS(=O)(=O)C3)c2N)cc1 (configuration not stated)	-11	0	-1	90	-2	-3	-0.3	3	-2
COc1ccc(S(=O)(=O)NCC2CCCN(C(=O)c3cccnc3)C2)cc1 (configuration not stated)	7	1	-2	89	1	-8	-0.8	-4	10

The closing 2 entries of the part before lead into the next.
SMILES	ZTA counter	TPT1 inh	EBNA-1 inhibitor	Yeast superoxide	HCV core dimer	GASC-1 inh	PP5 primary	Fh CTSL1 inh	PP1 counter
COc1ccc(-c2cnn(C3CCS(=O)(=O)C3)c2N)cc1 (configuration not stated)	-11	0	-1	90	-2	-3	-0.3	3	-2
COc1ccc(S(=O)(=O)NCC2CCCN(C(=O)c3cccnc3)C2)cc1 (configuration not stated)	7	1	-2	89	1	-8	-0.8	-4	10
CCCCNC(=O)/C=C/c1ccc(OC)c(Br)c1	-7	-1	8	80	-3	3	-0.3	1	0
CC1CCC2(CC1)NC(=O)N(CC(=O)N1CCN(c3ccccc3)CC1)C2=O (configuration not stated)	-9	nt	nt	101	nt	-2	-2.1	nt	-4
COc1ccc(CNC(=O)CCS(=O)(=O)c2ccc3c(c2)CC(C)N3C(=O)C2CC2)cc1 (configuration not stated)	-2	-3	0	92	8	11	-1.2	2	-2
CC(C)C(=O)NCCc1nc2ccccc2n1C	8	2	5	105	-8	3	-0.2	3	-4
Cc1cccc(N(CC(=O)NCc2ccc3c(c2)OCO3)C(=O)CCC(=O)Nc2ccccn2)c1	2	0	-13	94	3	-2&5	-1.2	6	-3
CC1(C)CC(=O)C=C(NC2=CC3OC(c4ccccc4)OCC3OC2=O)C1 (configuration not stated)	-10	-4	-2	114	-1	-4	2.0	-2	-4
CCCC(=O)c1c[nH]c(C(=O)NCCCN2CCOCC2)c1	7	-4	-5	93	-5	0	1.4	0	1
CCCCNC(=O)C1CCN(c2nc(OC)nc(OC)n2)CC1	-5	-3	1	111	0	5	2.8	-1	-2
CCOC(=O)C1=C(CN2CCN(C(=O)c3ccco3)CC2)NC(=O)NC1c1ccc(Cl)cc1 (configuration not stated)	-11	-2	1	108	0	25	2.8	2	-1
CCN1C(=O)[C@H]2[C@@H](c3ccc(C)cc3)N3C(=O)N(c4ccc(C)cc4)C(=O)[C@@]3(CC)[C@H]2C1=O	-28	1	3	98	-7	1	2.3	-6	1
O=C(COC(=O)CCN1C(=O)c2cccc([N+](=O)[O-])c2C1=O)NC1CCS(=O)(=O)C1 (configuration not stated)	10	4	2	107	1	-1	0.0	-9	0
Cc1cc(NC(=O)CSc2nnc(-c3ccc([N+](=O)[O-])cc3)o2)no1	-6	-1	-4	105	-12	nt	0.8	4	-3
O=C1CN(c2nc(-c3cccs3)nc3sc4c(c23)CCCC4)CCN1	14	2	3	93	-10	1	2.1	6	4
COC(=O)/C(=N/Nc1ccccc1C)Sc1nnc(C(O)c2ccccc2)n1-c1ccccc1 (configuration not stated)	-4	1	-3	100	2	0	2.0	-3	-1
CCOc1ccc(NC(=O)CC)cc1	15	-2	10	97	-4	-18	-1.9	0	-3
NC(=O)c1ccc(NC(=O)CCN2C(=O)c3ccccc3C2=O)cc1	0	-2	6	85	3	-9	1.4	-5	-4
Cc1ccc(-n2c(N)c(C(=O)NCc3cccnc3)sc2=S)cc1	-1	3	-15	93	-3	8	-0.7	-1	-5
O=C(c1cccnc1Nc1ccc2c(c1)CCC2)N1CCOCC1	1	0	-18	86	-1	4	0.0	-1	1
COc1ccccc1CN1[C@@H](CC(=O)O)c2cc(F)ccc2S1(=O)=O	-3	0	-20	112	-7	-3	4.5	-8	-2
CC(=O)NC(Cc1ccccc1)C(=O)OCC(=O)c1ccc(Br)cc1 (configuration not stated)	-14	-2	14	95	-5	-4	-1.5	0	-3
Cc1cccc(N(CC(=O)NCc2ccco2)C(=O)CCC(=O)Nc2ccccn2)c1C	24	0	1	94	7	6	1.1	-3	4
Cc1noc2c1C(c1ccc(N(C)C)cc1)C1=C(CC(C)(C)CC1=O)N2 (configuration not stated)	3	-2	11	78	2	nt	-1.9	3	-1
Cc1nc(-c2ccccc2)sc1C1(C)CC(c2cccc(F)c2)=NO1 (configuration not stated)	2	-1	3	97	2	-9	3.7	5	1
O=C1NCCN(Cc2ccc(F)cc2)C1CC(=O)N1CC=C(c2ccccc2)CC1 (configuration not stated)	6	-2	-2	109	0	0	-0.1	-5	2
COc1ccccc1NC(=S)NCc1ccccc1	1	0	8	85	1	7	0.0	-8	-1
CC(C)OC(=O)C(=O)NNc1ccccc1	-14	-5	6	105	-6	4	2.8	6	-5
O=C1CC(c2ccc(Cl)cc2)n2nc(N3C(=O)c4ccccc4C3=O)nc2N1 (configuration not stated)	5	-3	3	92	6	4	-2.2	-1	-2
OC(CSc1c(Cl)cccc1Cl)CN1CCN(c2ccccc2F)CC1 (configuration not stated)	1	0	-6	90	-3	-2	4.6	1	-4
O=C(CSc1nc2[nH]ncc2c(=O)[nH]1)Nc1ccccc1C(F)(F)F	8	0	8	99	-1	-16	-0.6	1	-3
CN(CC(=O)NC1CCN(Cc2ccccc2)CC1)S(=O)(=O)c1ccc(Br)s1	0	2	-15	91	-7	8	1.5	-2	1
C/C=C(\C)C(=O)NCCN1C2=NC[C@H](C(C)C)N2C[C@@H]1Cc1ccc(OC)cc1	-5	-6	-5	nt	1	6	0.7	1	-3
CCN(CC)CCCSc1nc2ccccc2s1	-3	1	0	105	6	-9	0.2	-1	-1
Cc1ccc(CS(=O)(=O)CCC(=O)NCCN2CCCC2)cc1	6	3	14	99	-2	7	-1.8	4	-4
O=Cc1ccc(OCc2nnc(-c3ccccc3Br)o2)cc1	4	0	-5	100	15	-1	1.6	-2	2
O=C(c1ccco1)N1CCN(C(=S)Nc2cccc([N+](=O)[O-])c2)CC1	-1	-3	1	86	-1	5	-2.3	1	2
COc1ccccc1OCCCC(=O)Nc1ccc([N+](=O)[O-])cc1Br	11	0	-11	99	0	nt	0.3	4	-2
COc1cccc(N2CCN(C(=O)NC3CCCCC3)CC2)c1	-11	1	-11	115	3	-2	3.5	-2	-1
CN1CCN(c2nnc(-c3ccccc3)c(-c3ccccc3)n2)CC1	8	2	3	90	-1	-8	-0.8	-1	-1
CCOC(=O)c1ccc(NC(=O)CNC(=O)C23CC4CC(CC(C4)C2)C3)cc1	-5	-1	-1	93	-1	-1	0.6	-1	-3
O=C1Cn2c(nc3ccccc32)N1c1ccccc1F	-10	1	-3	91	1	2	0.6	-2	-3
COc1ccc(S(=O)(=O)N2CCC(C(=O)Nc3ccc(OC)c(OC)c3)CC2)cc1C	13	0	-3	116	1	-13	4.3	1	-1
Cc1cc(OC(C)C(=O)NCCCn2ccnc2)c2c(C)cc(=O)oc2c1 (configuration not stated)	4	-1	0	118	7	8	1.9	0	0
CCOC(=O)COc1c(OC)cc(Cl)cc1C1Nc2ccccc2C(=O)N1c1ccc(F)cc1 (configuration not stated)	2	-1	-9	90	10	6	3.1	3	2
CCn1cc(-c2cc(C(F)(F)F)n3nc(C(=O)O)cc3n2)c(C)n1	-3	-3	5	95	2	5	1.2	3	1
[O-]/[N+](=C\c1ccncc1)c1ccccc1	-1	-1	2	103	-6	0	0.3	2	3
Cc1cccc(S(=O)(=O)Nc2ccc(-c3nc4ccc(C)cc4s3)cc2)c1	-3	1	-7	108	6	-15	6.6	-1	0
OCC1CCCN(c2ncnc3scc(-c4ccccc4)c23)C1 (configuration not stated)	7	0	-3	87	27	4	1.1	-2	0
O=C(CSc1nnc(-c2ccco2)n1CC1CCCO1)N1CCCCC1 (configuration not stated)	-2	-3	4	97	0	20	-0.3	-4	-5
O=C(CCCn1c(=S)[nH]c2ccc(Br)cc2c1=O)N1CCN(c2ccccn2)CC1	10	1	-1	111	8	-13	3.4	0	-3
COc1ccc(-c2nc3c(c(=O)c4ccccc4n3C)c(=O)n2Cc2ccccc2)cc1	-7	1	3	95	17	-10	0.4	3	0
O=C(Nc1nc(-c2ccc(-c3ccccc3)cc2)cs1)c1cc([N+](=O)[O-])ccc1N1CCOCC1	2	-2	-1	98	34	4	-2.7	0	-4
CN(Cc1c(F)cccc1Cl)C(=O)c1ccc2ccccc2n1	19	-2	8	106	-1	-32	-2.1	4	-3
Cc1nnsc1C(=O)Nc1ccccc1Cl	1	-1	-1	129	1	5	-0.7	-3	6
O=C(CSc1nnc(COc2ccccc2)n1Cc1ccco1)NCc1ccco1	4	9	1	104	43	-31	3.3	-1	-2

Complete entries as entered above:
`CCOC(=O)c1ccc(NC(=O)CNC(=O)C23CC4CC(CC(C4)C2)C3)cc1` as listed: ZTA counter = -5; TPT1 inh = -1; EBNA-1 inhibitor = -1; Yeast superoxide = 93; HCV core dimer = -1; GASC-1 inh = -1; PP5 primary = 0.6; Fh CTSL1 inh = -1; PP1 counter = -3
`Cc1nc(-c2ccccc2)sc1C1(C)CC(c2cccc(F)c2)=NO1` (configuration not stated) as listed: ZTA counter = 2; TPT1 inh = -1; EBNA-1 inhibitor = 3; Yeast superoxide = 97; HCV core dimer = 2; GASC-1 inh = -9; PP5 primary = 3.7; Fh CTSL1 inh = 5; PP1 counter = 1
